eIF4E 4G PPI: eIF4E/eIF4G interaction inhibition in translation initiation; P63073+Q04637; TR-FRET eIF4E-eIF4GI(517-606) binding, 2 h; inhibition, % at 21.7 µM; 220,000 compounds, 0.37% hits;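 active means inhibition above about 30%, limit read from the data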;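 further: 0% = full FRET control wells and 100% = background wells lacking eIF4GI fragment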
Rad51 HR inh: Rad51 (human) homologous recombination inhibition | AID 1385 | Q06609 | hRad51 DNA strand exchange, fluorescence dequenching | 200,000 compounds, 0.085% hits | inhibition, % at 10 µM;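 active means inhibition above 40% at the single screening dose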;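 further: 0% = DMSO control wells and 100% = blanks with heterologous ssDNA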
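Read-out basis: percent inhibition relative to plate controls and blanks / Assay system: human Rad51 nucleoprotein filaments preassembled on unlabelled ssDNA / Timing: filaments 15 min 37 °C, then compound 30 min / Control set: per-plate controls and blanks / Technique: fluorescence dequenching at 485/520 nm / Compound: 10 µM final, single point / Also added: Fluorescein- and BHQ1-tagged 47-mer duplex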
14-3-3 Bad PPI: disrupts binding of bovine 14-3-3 zeta to phospho-Bad peptide; P63103; TR-FRET 14-3-3zeta/Dy647-pBad peptide displacement, 1 h; inhibition, % at 21.7 µM; 220,000 compounds, 0.71% hits;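 active means inhibition above about 70%, limit read from the data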;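 further: 0% = full 14-3-3 plus peptide FRET controls and 100% = background without 14-3-3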
p97 inhibitor: inhibitors of human p97 ATPase; AID 1481; recombinant p97 ATPase, Kinase-Glo ATP luminescence, 3 h; inhibition, % at 8 µM; 220,000 compounds, 0.42% hits; P55072; in the data active means inhibition above about 15%;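 further: 0% = DMSO vehicle and 100% = wells lacking enzyme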
FXIIa inh 1536: inhibitors of human coagulation factor XIIa; purified FXIIa, Boc-QGR-AMC fluorogenic substrate, 2 h; inhibition, % at 5 µM; 220,000 compounds, 0.3% hits; AID 800; in the data active means inhibition above about 40%;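 further: 0% = enzyme with no compound and 100% = blank without enzyme; many of its hits are not listed in these tables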
FXIa inh: blocks human coagulation factor XIa protease activity; purified FXIa, Boc-Glu-Ala-Arg-AMC fluorogenic substrate; inhibition, % at 5 µM; 220,000 compounds, 0.14% hits;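 active means inhibition of at least 40%; inactive means inhibition below 40%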;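 further: fluorescence of freed AMC excited at 355 nm; 0% = enzyme without compound and 100% = no enzyme blank; many of its hits are not listed in these tables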
Wee1 degr inh: human Wee1 degradation inhibition, primary screen; P30291; HeLa Luc-Wee1K328M stability, luciferase luminescence; 100% = proteasome inhibitor MG132 effect; reporter increase, % at 5 µM; 220,000 compounds, 1.2% hits; AID 1321;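 active means activation above the mean of all tested compounds plus 3 SD, set per screening run, cut at about 8.8% in these data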;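 further: cells exposed to compound for 20 h before luminescence read; 0% = DMSO alone and 100% = MG132 at 30 µM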
Target sequence (P30291 whole entry K328M): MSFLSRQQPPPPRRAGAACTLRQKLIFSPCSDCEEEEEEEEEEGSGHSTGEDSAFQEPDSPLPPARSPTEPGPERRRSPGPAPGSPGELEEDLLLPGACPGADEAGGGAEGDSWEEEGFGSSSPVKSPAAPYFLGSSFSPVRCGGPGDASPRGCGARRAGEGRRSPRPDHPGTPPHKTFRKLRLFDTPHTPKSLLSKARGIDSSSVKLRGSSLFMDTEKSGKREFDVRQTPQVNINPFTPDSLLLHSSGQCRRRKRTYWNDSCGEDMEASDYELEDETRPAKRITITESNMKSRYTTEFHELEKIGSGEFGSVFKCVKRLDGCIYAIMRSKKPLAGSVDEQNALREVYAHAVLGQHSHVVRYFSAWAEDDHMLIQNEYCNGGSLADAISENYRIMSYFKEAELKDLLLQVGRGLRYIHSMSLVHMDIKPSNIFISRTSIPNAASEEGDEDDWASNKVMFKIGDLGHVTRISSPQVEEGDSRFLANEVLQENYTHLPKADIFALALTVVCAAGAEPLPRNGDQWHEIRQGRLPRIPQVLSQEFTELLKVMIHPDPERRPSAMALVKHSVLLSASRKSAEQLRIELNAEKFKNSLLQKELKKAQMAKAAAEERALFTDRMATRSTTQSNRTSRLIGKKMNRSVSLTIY
KLK5 inh: blocks human kallikrein 5 protease activity; 210,000 compounds, 0.59% hits; recombinant hK5, fluorogenic AMC substrate cleavage; AID 873; inhibition, % at 5 µM; Q9Y337;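 active means inhibition of 40% or more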;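 further: 0% = enzyme controls without compound and 100% = no-enzyme blanks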
Mdm2 ligase inh: Mdm2 E3 ligase (human) inhibition. Q00987. cell-based MDM2 ubiquitination luciferase reporter, 2 h; 0 = plate control, 100 = twice control, blank-subtracted. signal enhancement, % at 5 µM. 210,000 compounds, 0.11% hits. AID 1230;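 active means signal enhancement of 30% or more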;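 further: luminescence tracks abundance of the self-degrading MDM2-luciferase fusion protein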
Target sequence (Q00987 whole entry, looked up, the tested form may be a part): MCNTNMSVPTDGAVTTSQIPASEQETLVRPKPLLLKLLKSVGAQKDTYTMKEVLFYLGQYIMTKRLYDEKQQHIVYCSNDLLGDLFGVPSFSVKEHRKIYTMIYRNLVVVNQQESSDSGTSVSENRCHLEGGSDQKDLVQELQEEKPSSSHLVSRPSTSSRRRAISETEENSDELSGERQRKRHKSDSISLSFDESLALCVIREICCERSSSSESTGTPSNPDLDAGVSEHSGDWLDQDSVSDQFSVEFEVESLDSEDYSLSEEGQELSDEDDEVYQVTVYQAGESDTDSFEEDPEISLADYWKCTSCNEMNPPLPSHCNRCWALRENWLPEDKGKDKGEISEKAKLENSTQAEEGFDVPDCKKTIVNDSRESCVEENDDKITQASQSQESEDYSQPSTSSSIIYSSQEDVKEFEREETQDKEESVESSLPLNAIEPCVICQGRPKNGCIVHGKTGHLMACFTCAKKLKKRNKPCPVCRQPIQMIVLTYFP
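system = mammalian cells stably expressing self-ubiquitinating, self-degrading MDM2 E3–luciferase fusion | quantity = 2000 cells per well seeded | incubation = 4 h cell settling then 2 h compound exposure, 37 °C | signal = SteadyLite luminescence, 15 min reagent step | benchmarks = plate control and blank wells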
An asterisk follows results filed as active; . = not tested or not shown; [ ] = dose if it differs, or a comment.

Results follow in this order: eIF4E 4G PPI	Rad51 HR inh	14-3-3 Bad PPI	p97 inhibitor	FXIIa inh 1536	FXIa inh	Wee1 degr inh	KLK5 inh	Mdm2 ligase inh
- Cc1cc(C)c2c(n1)nn1c(NCCOCCO)cc(C)nc21
  2	-3	-3	-2	-44	-3	-1	-4	8
- O=C(c1sc2ccccc2c1Cl)N1CCN(c2ncccn2)CC1
  7	7	-8[fluorescence artefact?]	-5	3	3	-3	-5	8
- COCCNCCCCSc1ccc(Cl)cc1
  3	.	44	3	1	-5	0	-3	-4
- CCC(=O)Nc1ccc(Cl)c(NC(=O)c2ccccc2OC)c1
  4	-11	-3	5	1	-2	3	-8	-4
- Cc1ccccc1-c1nnn(CC(=O)N2CCN(S(=O)(=O)c3ccc(Cl)cc3)CC2)n1
  -3	16	2	1	19	5	1	-7	7
- Cc1c(C(=O)Nc2ccccc2C(=O)N2CCCC2)cccc1[N+](=O)[O-]
  1	-1	-11	6	5	-3	-1	-3	12
- CCc1ccc(NC(=O)C2CCCN(S(C)(=O)=O)C2)cc1 (stereo not drawn)
  -2	12	-1	3	2	0	-1	-7	-12
- O=C(Nc1ccc2nsnc2c1)c1ccc2c(c1)OCO2
  -18	-5	4	1	-2	-6	0	-17	-34
- CCCNC(=O)c1ccccc1C(=O)NCCC
  -4[fluorescence artefact?]	3	3	7	10	4	-1	-17	-3
- O=c1c2oc3ccccc3c2ncn1Cc1ccccc1Cl
  6[fluorescence artefact?]	-1	-15	7	8	1	1	-4	-7
- Cc1ccc(S(=O)(=O)Nc2ccc(C(=O)OCC(=O)N(CCC#N)c3ccccc3)cc2)cc1C
  6	-3	5	-6	1	-3	-4	-19	-4
- COc1ccc(C(C(=O)NC(C)(C)C)N(C(=O)Cn2nnc3ccccc32)c2ccc(C(C)=O)cc2)cc1O (stereo not drawn)
  -5	9	-2	3	4	-2	1	-4	.
- COc1cc(N2C(=O)c3ccccc3C2=O)c(Cl)cc1C(=O)OCC(=O)NCc1ccco1
  6	8	-7[fluorescence artefact?]	4	9	0	-2	-9	-10
- Cc1ccc2[nH]c3c(c2c1)SC(C)(C)CC3=O
  1	12	-22	-3	7	-3	0	-2	-18
- CCCCC(=O)NCCc1cc2ccc(OC)cc2[nH]c1=O
  4	-4	13	3	17	-2	2	5	9
- Cc1nnc2n1N=CC=C(C(C)(C)C)S2
  -3[fluorescence artefact?]	-3	-15[fluorescence artefact?]	4	13	-1	1	-19	-23
- Cc1ccccc1N1CCN(C(=S)c2ccccc2)CC1
  1	0	-4[fluorescence artefact?]	-1	-2	-2	0	-19	-2
- Nc1nnnn1/N=C/c1ccccc1C(F)(F)F
  -3	-12	10	2	32	5	-1	22	-15
- Cc1ccc(S(=O)(=O)NC(=O)Nc2ccc(Cl)cn2)cc1
  3	4	2	6	14	2	-1	6	-18
- CN(CC(=O)N1CCN(c2ccccn2)CC1)S(=O)(=O)c1ccc(Br)cc1
  1	0	-1	2	8	-5	-2	8	-10

Later entries
Results follow in this order: eIF4E 4G PPI	Rad51 HR inh	14-3-3 Bad PPI	p97 inhibitor	FXIIa inh 1536	FXIa inh	Wee1 degr inh	KLK5 inh	Mdm2 ligase inh
- CC(NCc1ccc(N(C)C)cc1)C1CC2CCC1C2 (stereo not drawn)
  5	0	78*	4	5	0	0	-1	-15
- C[C@H](NC(=O)c1nc[nH]c1C(=O)N[C@@H](C)C(=O)OC(C)(C)C)C(=O)OC(C)(C)C
  -3	5	-5	.	12	2	.	0	-11
- CCOc1ccccc1NC(=O)COn1nnc2ccccc21
  5	3	-3[fluorescence artefact?]	2	7	3	2	-12	-23
- Cc1ccc(N2C(=O)N(CC(=O)NCc3ccccc3Cl)C(=O)C2C)cc1 (stereo not drawn)
  -1	-12	-8	2	14	2	-3	1	-5
- CCN(CC)CCOC(=O)c1ccc(NC(=O)c2cn(-c3ccccc3)nc2-c2cccs2)cc1
  9	3	2	0	5	1	4	-2	-19
- Cc1ccc(S(=O)(=O)NC2CCCC2)cc1C
  -10	5	3	-4	18	10	3	-14	19
- COCCNC(=O)c1sc2ncn(CC(=O)Nc3ccc(C)c(Cl)c3)c(=O)c2c1C
  1	27	-14	0	-1	-5	2	-4	-17
- CCc1nnc(NC(=O)[C@@H]2CCCN2S(=O)(=O)c2ccc3c(c2)OCCO3)s1
  2	-11	0	-11	14	-3	-2	-1	-4
- CC1=NN(c2ccccc2)C(=O)/C1=C\c1cn(-c2ccccc2)nc1C
  -1	-9	-4	3	7	2	4	0	-2
- COc1ccc(S(=O)(=O)NCCCCNS(=O)(=O)c2ccc(OC)cc2)cc1
  -1	-5	23	1	7	4	1	39	-7
- CC(=O)c1ccc(N2CCN(c3ncc(C(F)(F)F)cc3Cl)CC2)cc1
  0	20	4	-3	5	-8	0	-8	-8
- CCCCOc1ccc(C(=O)Nc2ccncc2)cc1
  3	-3	0	-6	4	0	-1	-27	-25
- CCc1nnc(NC(=O)CSc2nnc(-c3ccc(NS(=O)(=O)c4ccccc4)cc3)o2)s1
  6	2	-1	0	8	4	-2	-3	-10
- COc1ccc(CCN(C(=O)/C=C/C(=O)O)C2CC(=O)N(c3ccccc3)C2=O)cc1 (stereo not drawn)
  -1	-2	-8	3	8	-4	-1	0	22
- CCN(CC)c1ccc2c(c1)CCCN2
  -3[fluorescence artefact?]	12	11[fluorescence artefact?]	1	9	5	-4	-1	-3
- Cc1nnc(NC(=O)CSCc2ccccc2)s1
  -3	-4	-3	7	1	-5	-2	13	-24
- CC(C)CC(=O)c1c[nH]c(C(=O)NCC2CCCO2)c1 (stereo not drawn)
  3	5	15	3	14	5	3	-27	-18
- O=c1c2ccccc2[nH]c2ccc(F)cc12
  3	10	-9	9	-7	-11	1	-5	-10
- O=C1C2C(c3cccc(/C=C/c4ccccc4)c3)CC=CC2C(c2ccc3ccccc3c2)N1Cc1ccccc1 (stereo not drawn)
  -6	5	0	.	6	0	.	1	5
- Fc1ccc(NCc2nnc(SCc3nnc(-c4ccccc4)o3)n2CC2CCCO2)cc1 (stereo not drawn)
  -5	3	6	-4	8	-2	0	-29	2

Following part.
Results follow in this order: eIF4E 4G PPI	Rad51 HR inh	14-3-3 Bad PPI	p97 inhibitor	FXIIa inh 1536	FXIa inh	Wee1 degr inh	KLK5 inh	Mdm2 ligase inh
- Cn1nc(C(F)(F)F)c(-c2ccc(F)cc2)c1NC(=O)Nc1ccc(F)cc1
  -5	16	1	3	13	4	1	4	-39
- O=c1c2ccc([N+](=O)[O-])c3cccc(c32)c2nc3ccccc3n12
  -7	.	26	-5	4	-4	-4	-5	-15
- CC(C)Oc1cccc(C(=O)C2CCCN(Cc3ccc4nonc4c3)C2)c1 (stereo not drawn)
  -2	.	-5	-2	18	2	6	.	-14
- Cc1ccccc1CSCCNC(=S)Nc1ccccc1
  1	-28	-9	1	6	-1	0	-3	-2
- CCN(CC)CCCNc1nnc(C)c(=O)[nH]1
  -3[fluorescence artefact?]	0	9	-3	17	17	0	-1	-9
- CN1C(=O)C(O)(CC(=O)c2ccc(F)cc2)c2cc(Br)ccc21 (stereo not drawn)
  -3	-1	-8	0	4	-3	-1	-4	-20
- COc1ccc(NC(=O)CC2C(=O)N(c3ccc(OC)cc3)C(=S)N2NC(=O)c2cccc(F)c2)cc1 (stereo not drawn)
  22	24	0[fluorescence artefact?]	6	8	5	2	-12	5
- COCC(C)NC(=O)c1cccc([N+](=O)[O-])c1 (stereo not drawn)
  4	-7	-8	1	4	-1	2	.	-13
- Nc1c(Cl)ncnc1N/N=C/c1ccccn1
  4	-10	13	-5	12	5	-2	-31	19
- COc1ccccc1-c1cc(C(=O)N/N=C\c2cn(C)nc2C)c2ccccc2n1
  2	.	1	-2	4	-3	2	-8	0
- C/C(=N\NC(=O)c1n[nH]c2c1CCC2)c1cccs1
  -4	4	3	-22	13	1	-4	4	-77
- Cc1n[nH]c(=S)c2nn(-c3ccccc3)c(C)c12
  -2	.	-9	2	13	-3	-2	-16	-27
- Cc1cc(C)cc(Nc2cc(C)nc3nc(C)nn23)c1
  3	-5	7	3	8	0	-1	-10	-18
- O=S(=O)(CC(O)COc1ccc(Br)cc1)c1ccccc1 (stereo not drawn)
  -4	27	-4	0	9	1	-3	5	-15
- CCSc1nnc(NC(=O)/C=C/c2ccc3c(c2)OCO3)s1
  4	4	-12	0	15	8	6	-17	-7
- COc1ccccc1NS(=O)(=O)c1ccc(N2CCOCC2)c(NC(=O)c2ccco2)c1
  -1	-3	2	-4	12	5	0	5	-2
- CC(/C=C/c1ccccc1)=N\NC(N)=S
  4[fluorescence artefact?]	1	-3	-1	16	3	-3	2	-20
- O=C1NC(=O)/C(=C\c2ccc(Sc3ccc(Cl)cc3)o2)N1
  10	-2	-3	2	8	1	-2	-29	.
- COc1cccc(C=NCCNC(=O)c2nonc2N)c1O
  -2	-5	-7	-2	12	0	-1	-2	-13
- CCOC(=O)C1C(=O)OC2(CCCCC2)C1C(=O)OCC (stereo not drawn)
  0[fluorescence artefact?]	1	10[fluorescence artefact?]	-1	17	-15	-3	7	-3

Continuation.
Results follow in this order: eIF4E 4G PPI	Rad51 HR inh	14-3-3 Bad PPI	p97 inhibitor	FXIIa inh 1536	FXIa inh	Wee1 degr inh	KLK5 inh	Mdm2 ligase inh
- Cc1ccc(OCC(=O)NCCN2CCCC2)cc1
  5[fluorescence artefact?]	-1	-7[fluorescence artefact?]	3	3	2	5	0	9
- O=C(c1ccc2c(c1)OCO2)N(c1ccccc1)C1C=CS(=O)(=O)C1 (stereo not drawn)
  4	13	-2	7	-2	-10	0	-4	-11
- COc1ccc(N(C(=O)C2COc3ccccc3O2)C(C(=O)NC2CCCCC2)c2ccccc2)cc1OC (stereo not drawn)
  -2[fluorescence artefact?]	.	-11[fluorescence artefact?]	6	10	5	4	4	-3
- Cc1ccc(-c2c[n+](CC(=O)c3ccc(Br)cc3)c3n2CCCCC3)cc1
  4	2	-11	5	7	-2	0	-1	8
- CNC(=O)CN1C(=O)NC2(CCc3ccccc3C2)C1=O (stereo not drawn)
  2	1	-3	2	9	-1	-3	1	1
- Cc1ccc(OCC(=O)Nc2ccccc2-c2ccccc2)cc1
  -2	0	5	-2	20	5	4	-1	24
- Cc1cc(C(=O)Nc2nnc(C(F)(F)F)s2)cs1
  -4	.	3	6	2	-3	9	-4	.
- Cc1ccc2nc(N(CCN(C)C)C(=O)c3cc(Cl)sc3Cl)sc2c1
  2	5	-4	-2	-1	-10	1	-6	1
- NC(CSS(=O)(=O)O)=NCCC12CC3CC(CC(O)(C3)C1)C2
  1	-4	9	7	25	16	0	-1	-11
- Cn1c(Cc2ccccc2)nnc1SCC(=O)N1CCCCC1
  3	-4	-3[fluorescence artefact?]	3	11	8	-1	-6	.
- CCN1CCN(c2nc3c(C)cccn3c(=O)c2/C=C(\C#N)S(=O)(=O)c2ccc(Cl)cc2)CC1
  -2	-12	-9	-6	12	4	-1	1	-11

Complete entries from above. Screens in order: eIF4E 4G PPI | Rad51 HR inh | 14-3-3 Bad PPI | p97 inhibitor | FXIIa inh 1536 | FXIa inh | Wee1 degr inh | KLK5 inh | Mdm2 ligase inh
Cc1ccc(OCC(=O)Nc2ccccc2-c2ccccc2)cc1 in the list: -2 | 0 | 5 | -2 | 20 | 5 | 4 | -1 | 24
O=C(c1ccc2c(c1)OCO2)N(c1ccccc1)C1C=CS(=O)(=O)C1 (stereo not drawn) in the list: 4 | 13 | -2 | 7 | -2 | -10 | 0 | -4 | -11

Assay outcomes (PubChem)
